Assay outcomes from PubChem BioAssay.
mIAP act: activators of mouse IAP, primary screen, biochemical, luminescence, uHTS. intestinal alkaline phosphatase [Mus musculus]. muIAP, CDP-Star luminescence, 30 min; active compounds read high; 1 = vehicle-only enzyme signal, 0 = enzyme-free wells. activation factor at 10 µM. 0.24% of 330,000 active. AID 2805, 2010;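 active = activation factor of at least 2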; also: the source names both 10 and 20 µM as test concentration; values of inactives mirror those of a sister screen read the other way
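Assay system: mouse IAP enzyme / Compound: DMSO-dissolved test compounds / Timing: 30 min, room temperature / Measured by: luminescence from enzymatic CDP-Star hydrolysis / Control set: DMSO-only wells, enzyme-free buffer wells as negative control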
SENP1 inh: human SENP1 catalytic domain inhibitors, primary screen, biochemical, FRET, uHTS; recombinant SENP1 catalytic domain, CyPet-SUMO1-YPet FRET cleavage; inhibition, % at 10 µM; 0.21% of 360,000 active;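 active = inhibition at least 30% at 10 µM, raw YFP signal under a set limit, fluorescence ratio 0.5 to 1.5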;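 also: 0% = enzyme with DMSO and 100% = no enzyme wells; some results filed as inactive read as strong as hits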
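Assay system: hSENP1 catalytic domain, recombinant. Amount: SENP1 enzyme, 20 pM final. Schedule: 50 min reaction, RT, dark. Technique: FRET, CFP and YFP emission. Control set: no-enzyme wells low, DMSO-plus-enzyme wells high control.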
hIAP act: human IAP activators, primary screen, biochemical, luminescence, uHTS; purified human IAP, CDP-Star luminescence, 30 min; active compounds read high; 1 = vehicle-only enzyme, 0 = enzyme-free background; activation factor at 10 µM; 0.16% of 330,000 active;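 active = activation factor of the enzyme at least 2-fold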; also: the source names both 10 and 20 µM as test concentration; values of inactives mirror those of a sister screen read the other way
Target sequence (P09923 whole entry, looked up): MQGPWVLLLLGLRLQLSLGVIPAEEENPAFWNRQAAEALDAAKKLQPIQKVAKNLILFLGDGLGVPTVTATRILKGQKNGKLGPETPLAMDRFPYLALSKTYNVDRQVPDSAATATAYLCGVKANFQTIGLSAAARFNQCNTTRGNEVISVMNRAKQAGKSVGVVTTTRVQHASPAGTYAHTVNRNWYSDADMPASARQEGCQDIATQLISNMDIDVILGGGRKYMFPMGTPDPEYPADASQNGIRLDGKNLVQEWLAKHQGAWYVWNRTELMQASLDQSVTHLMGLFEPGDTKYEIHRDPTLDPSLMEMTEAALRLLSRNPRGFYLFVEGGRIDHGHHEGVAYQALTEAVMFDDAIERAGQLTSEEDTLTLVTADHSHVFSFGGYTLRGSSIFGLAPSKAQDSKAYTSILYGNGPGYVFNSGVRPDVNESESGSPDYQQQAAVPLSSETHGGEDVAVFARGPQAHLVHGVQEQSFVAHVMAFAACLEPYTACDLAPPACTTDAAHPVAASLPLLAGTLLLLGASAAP
NLRP3 yeast inh: NALP3 inflammasome inhibitors in reconstituted yeast, primary screen, luminescence, uHTS | Yeast reconstituted NLRP3/ASC/caspase-1, beta-gal luminescence, 24 h | inhibition, % at 10 µM | 0.39% of 330,000 active;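 active = inhibition of 50% or more; inactive = inhibition below 50%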;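 also: plate controls were induced DMSO wells for no effect and uninduced yeast grown without galactose for full effect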
mIAP inh: inhibitors of mouse IAP, primary screen, biochemical, luminescence, uHTS; purified mouse IAP, CDP-Star luminescence, 30 min; inhibition, % at 10 µM; intestinal alkaline phosphatase [Mus musculus]; 0.2% of 330,000 active;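 active = inhibition of at least 40% at 10 µM in the primary screen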;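 also: plate controls were DMSO with enzyme for no effect and no enzyme wells for full effect; values of inactives mirror those of a sister screen read the other way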
A3G deaminase: APOBEC3G DNA deaminase inhibitors, primary screen, biochemical, fluorescence, single-stranded DNA substrate, uHTS. DNA dC->dU-editing enzyme APOBEC-3G (Homo sapiens), Q9HC16. recombinant A3G, ssDNA deamination FAM/TAMRA fluorescence. inhibition, % at 20 µM. 0.28% of 330,000 active. AID 493012, 2011;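 active = inhibition of at least 40% at 20 µM, with no more than 30% in the related APOBEC3A deaminase screen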;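 also: plate controls were DMSO wells with A3G for no effect and wells lacking A3G enzyme for full effect; some compounds called inactive have numbers as strong as hits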
Target sequence (Q9HC16 whole entry, looked up): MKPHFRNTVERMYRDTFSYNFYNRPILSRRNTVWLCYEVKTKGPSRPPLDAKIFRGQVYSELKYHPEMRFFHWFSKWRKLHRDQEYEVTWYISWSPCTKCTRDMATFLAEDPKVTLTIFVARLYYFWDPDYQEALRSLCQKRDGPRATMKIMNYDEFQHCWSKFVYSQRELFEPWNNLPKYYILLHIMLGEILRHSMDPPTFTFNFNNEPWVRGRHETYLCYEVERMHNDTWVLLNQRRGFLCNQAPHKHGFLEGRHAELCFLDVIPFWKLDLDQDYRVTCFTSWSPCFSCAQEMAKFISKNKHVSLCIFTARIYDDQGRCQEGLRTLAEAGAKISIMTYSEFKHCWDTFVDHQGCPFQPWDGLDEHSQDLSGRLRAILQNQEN
A3A deaminase: APOBEC3A ssDNA deaminase inhibitors, primary screen, selectivity assay for APOBEC3G inhibitor project, biochemical, FAM/TAMRA oligo cleavage fluorescence; AID 493011, 2011; inhibition, % at 20 µM; recombinant A3A, FAM/TAMRA ssDNA deamination fluorescence; 0.41% of 330,000 active;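 active = at least 40% inhibition at 20 µM here, with at most 30% in a related deaminase screen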;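 also: plate controls were A3A with DMSO for no effect and wells lacking A3A enzyme for full effect; some results filed as inactive read as strong as hits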
hIAP block: human IAP inhibitors, primary screen, biochemical, luminescence, uHTS | inhibition, % at 10 µM | AID 2544, 2010 | purified IAP, CDP-Star luminescence, 30 min | 0.12% of 330,000 active;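 active = inhibition reaching a set limit with compound at 10 µM in the primary screen, cut at about 35% in these data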;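 also: plate controls were DMSO wells with enzyme for no effect and no-enzyme buffer wells for full effect; values of inactives mirror those of a sister screen read the other way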
beta cell repl: inducers of MIN6 beta-cell proliferation, primary screen, ATP luminescence, uHTS | 0.29% of 330,000 active | MIN6 cells proliferation, ATPlite luminescence, 48 h; cells starved in 0.2% serum; 100% = growth in 10% serum | AID 2380, 2010 | proliferation, % at 10 µM;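 active = compounds whose signal lies at least 3.5 SD above the mean of all wells on their plate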;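 also: 0% = DMSO-treated cells in low-serum medium and 100% = 10% serum control; some compounds called inactive have numbers as strong as hits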
Active calls of the source: *. An excerpt; the hit share may differ from the screen's.

cpd	Molecule	SENP1 inh	mIAP act	A3A deaminase	A3G deaminase	mIAP inh
1	COc1ccc(NC2=CC(=O)CC(c3ccccc3)C2)c(OC)c1 (stereo not given)	-75	1.1	-5	4	-10
2	Cc1ccc(C)c(S(=O)(=O)N2CCCOC2CNC(=O)C(=O)NCCc2ccccc2)c1 (stereo not given)	-1	0.95	0	1	4
3	Cc1cc(F)ccc1S(=O)(=O)NCC(c1ccc2c(c1)OCO2)N1CCOCC1 (stereo not given)	-1	1.1	1	-11	-14
4	CCC(C)c1ccc(C(CC)NC(=O)C2CCCO2)cc1 (stereo not given)	-3	1.1	-4	-2	-8
5	Cc1ccc(C)c(NC(=O)COc2cccc3c2CCN(Cc2ccccc2)C3=O)c1	3	1.2	1	-1	-24
6	Cn1c(=O)c2[nH]cnc2n(C)c1=O	2	0.98	-4	-5	2
7	Cn1c(=O)[nH]c(=O)c2c1nc(SCC(=O)Nc1ccccc1)n2Cc1ccccc1	2	0.99	7	2	1
8	CCCc1c(C(=O)N/N=C/c2cccc3ccccc23)nnn1-c1nonc1N	3	0.94	-1	5	6
9	C#CCOC(=O)Nc1cccn(Cc2c(Cl)cccc2Cl)c1=O	2	1.1	5	0	-9
10	CCC(C)[C@H](NC(=O)N1CC(=O)Nc2ccccc21)C(=O)N[C@H](Cc1c[nH]c2ccccc12)C(=O)O (stereo not given in full)	-2	0.96	-1	16	4
11	Cc1cccc(COCC(Cc2ccccc2)N2CCN(C(=O)c3cccc(Cl)c3)CCC2=O)c1 (stereo not given)	3	1	-5	-9	0
12	COc1ccc(CCNC(=O)c2ccc(CNc3nc(=S)[nH]c4ccccc34)cc2)cc1OC	3	1	4	-9	-3

cpd	NLRP3 yeast inh	hIAP block	hIAP act	beta cell repl
1	-2	-1	1	-2
2	11	0	1	-1
3	18	-35	1.4	-4
4	14	-6	1.1	-3
5	16	8	0.92	-1
6	12	14	0.86	2
7	12	14	0.86	1
8	12	1	0.99	-3
9	38	2	0.97	-2
10	3	9	0.91	-3
11	-12	-1	1	-7
12	24	4	0.96	1

Limited to SENP1 inh, for some of the entries so far:
| No. | mol | SENP1 inh |
| --- | --- | --- |
| 3 | Cc1cc(F)ccc1S(=O)(=O)NCC(c1ccc2c(c1)OCO2)N1CCOCC1 (stereo not given) | -1 |
| 4 | CCC(C)c1ccc(C(CC)NC(=O)C2CCCO2)cc1 (stereo not given) | -3 |
| 5 | Cc1ccc(C)c(NC(=O)COc2cccc3c2CCN(Cc2ccccc2)C3=O)c1 | 3 |
| 6 | Cn1c(=O)c2[nH]cnc2n(C)c1=O | 2 |
| 7 | Cn1c(=O)[nH]c(=O)c2c1nc(SCC(=O)Nc1ccccc1)n2Cc1ccccc1 | 2 |
| 8 | CCCc1c(C(=O)N/N=C/c2cccc3ccccc23)nnn1-c1nonc1N | 3 |

Further results
cpd	Molecule	SENP1 inh	mIAP act	A3A deaminase	A3G deaminase	mIAP inh
13	COc1cccc(NC(=O)C2CCN(C(=O)[C@@H]3Cc4ccccc4CN3C(=O)OC(C)(C)C)CC2)c1	1	1.2	-5	-2	-23
14	CN(C)Cc1c(O)ccc2cc(-c3nc4ccccc4n3C)c(=O)oc12	-25	1.1	-1	3	-8
15	COC(=O)CSc1nc2ccccc2c(=O)n1Cc1ccccc1	0	0.96	-5	-3	4
16	O=C(O)/C=C/C(=O)Nc1ccc(F)cc1F	5	1	-4	-2	-2
17	COc1ccc(-c2nnc(SCc3nc4ccccc4c(=O)[nH]3)o2)cc1	-2	1	-2	-7	-4
18	CCOc1ccccc1NC(=O)c1ccccc1N(C)S(C)(=O)=O	0	1	-5	-7	-2
19	COc1cccc(CN(C)C(=O)CNC(=O)c2sc3ccccc3c2Cl)c1OC	2	0.98	-2	-13	2
20	COc1ccc(C(=O)NC(=S)NCc2ccco2)cc1Br	-1	1	-3	8	-1
21	OC(COc1ccc2c(c1)CCC2)Cn1cnc2ccccc21 (stereo not given)	-1	1.1	-3	-5	-13
22	CC(=Nc1ccccc1O)c1sc2ccccc2c1O	-35	0.93	5	1	7
23	CCC(C)c1ccc(OCCCCN2CCOCC2)cc1 (stereo not given)	2	1.1	-9	-6	-8
24	COc1cc(NC(=O)c2ccccc2)c(OC)cc1NC(C)=O	-2	0.92	1	1	8

cpd	NLRP3 yeast inh	hIAP block	hIAP act	beta cell repl
13	13	-40	1.4	1
14	14	-11	1.1	-5
15	22	0	1	-1
16	-6	-79	1.8	3
17	14	-15	1.1	-2
18	23	-3	1	-2
19	34	1	0.99	0
20	25	24	0.76	-8
21	15	9	0.91	1
22	42	-18	1.2	-6
23	19	2	0.98	-1
24	15	11	0.89	2

Of the compounds above, 2 have fluorine:
cpd	Molecule	SENP1 inh	mIAP act	A3A deaminase	A3G deaminase	mIAP inh
3	Cc1cc(F)ccc1S(=O)(=O)NCC(c1ccc2c(c1)OCO2)N1CCOCC1 (stereo not given)	-1	1.1	1	-11	-14
16	O=C(O)/C=C/C(=O)Nc1ccc(F)cc1F	5	1	-4	-2	-2

cpd	NLRP3 yeast inh	hIAP block	hIAP act	beta cell repl
3	18	-35	1.4	-4
16	-6	-79	1.8	3

One compound at a time (already shown). Order of screens: SENP1 inh	mIAP act	A3A deaminase	A3G deaminase	mIAP inh	NLRP3 yeast inh	hIAP block	hIAP act	beta cell repl
COc1cc(NC(=O)c2ccccc2)c(OC)cc1NC(C)=O across the screens: -2	0.92	1	1	8	15	11	0.89	2
COc1ccc(C(=O)NC(=S)NCc2ccco2)cc1Br across the screens: -1	1	-3	8	-1	25	24	0.76	-8

The listing continues.
cpd	Molecule	SENP1 inh	mIAP act	A3A deaminase	A3G deaminase	mIAP inh
25	C[C@H](CO)N1C[C@H](C)[C@@H](CN(C)Cc2ccncc2)Oc2ccc(NC(=O)Cn3cnnn3)cc2C1=O	-1	0.96	2	-5	4
26	COc1ccc(C(=O)Cn2nnc(-c3ccccc3NC(=O)C3CC3)n2)cc1	3	0.94	-22	-9	6
27	CCCN(CC(=O)Nc1ccccc1C)C(=O)Cc1c(C)nc2ccccc2c1C	-4	0.98	1	-3	2
28	COc1ccc(NC(=O)N2CCCC2C(=O)Nc2ccccc2F)cc1 (stereo not given)	2	0.97	-3	-11	3
29	Cc1ccc(S(=O)(=O)N(CC(O)CN2C(=O)NC(C)(C)C2=O)c2cccc([N+](=O)[O-])c2)cc1 (stereo not given)	1	0.98	-1	-5	2
30	Cn1cccc1/C=C(\C#N)c1ccccc1	2	0.91	3	-2	9
31	CCOc1ccc(N2C(=O)CC(N(Cc3ccco3)C(C)=O)C2=O)cc1 (stereo not given)	0	1.1	-1	-2	-11
32	CCOc1cc(NC(=O)Nc2ccccc2)c(OCC)cc1NC(=O)CC	-36	1	-5	-9	-2
33	CCc1cc(=O)oc2cc3occ(C)c3cc12	-3	1.2	-6	-3	-16
34	CC(C)Cc1nc2sc3c(NCc4ccco4)ncnc3c2c2c1COC(C)(C)C2	-5	1	1	1	0
35	O=C(COC(=O)c1ccc(NS(=O)(=O)c2cccs2)cc1O)NC1CCCCC1	2	1.1	0	-3	-5
36	O=C(CCS(=O)(=O)c1ccc(Br)cc1)NCc1cccs1	0	1.1	18	10	-11

cpd	NLRP3 yeast inh	hIAP block	hIAP act	beta cell repl
25	17	24	0.77	-3
26	12	8	0.92	-2
27	9	6	0.94	-4
28	15	0	1	0
29	-10	-1	1	2
30	-6	3	0.97	-3
31	15	-10	1.1	0
32	17	-16	1.2	-2
33	9	-12	1.1	1
34	8	2	0.98	3
35	-11	4	0.95	-1
36	-3	6	0.94	-2

(more compounds)
cpd	Molecule	SENP1 inh	mIAP act	A3A deaminase	A3G deaminase	mIAP inh
37	CCCc1cc(=O)[nH]c(SCC(=O)c2c(C)[nH]c3ccccc23)n1	4	1.1	-3	-5	-7
38	COCCNC(=S)N1CCN(C)CC1	2	0.95	3	-1	5
39	O=C(COc1ccc(Cl)cc1)Nc1ccc(CN2CCOCC2)cc1	-1	1	3	-6	-5
40	O=C(COC(=O)c1cccc(S(=O)(=O)N2CCCC2)c1)NCc1ccccc1	2	0.99	-3	-8	1
41	CN(C(=O)COC(=O)C1CCN(S(=O)(=O)c2ccc3c(c2)OCCO3)CC1)c1ccccc1	-1	1.1	-1	-5	-6
42	Cc1ccc(C(=O)Nc2ccccc2C(=O)NCc2ccco2)cc1S(=O)(=O)N1CCCCC1	0	0.88	-1	-3	12
43	COc1cc(/C=C/C(=O)c2ccc(F)cc2)cc(OC)c1OC	0	0.92	0	-4	8
44	O=C(c1ccncc1)N1N=C(c2ccc(Cl)cc2)CC1c1ccccc1O (stereo not given)	-76	0.95	2	1	5
45	CCOC(=O)/C(=N\Nc1ccccc1)P(=O)(c1ccccc1)c1ccccc1	3	0.96	-7	-10	4
46	O=C(CSc1n[nH]c(-c2ccco2)n1)Nc1ccc(Br)cc1	0	1	-2	-10	-4
47	Cn1c(CSc2nc3ccc(Br)cc3[nH]2)nc2ccccc21	-4	0.93	4	6	7
48	CCn1c(=O)n(CC)c2cc(N3CCCC3)c(NC(=O)c3ccc(C)c([N+](=O)[O-])c3)cc21	2	0.95	-2	-2	5

cpd	NLRP3 yeast inh	hIAP block	hIAP act	beta cell repl
37	14	-1	1	3
38	5	4	0.95	3
39	19	1	0.99	-1
40	1	-8	1.1	-4
41	8	3	0.97	-3
42	19	-9	1.1	-4
43	-15	6	0.94	-6
44	16	20	0.8	-2
45	11	18	0.82	-2
46	12	-4	1	-2
47	23	5	0.95	-4
48	-11	3	0.97	-5

The listing continues.
cpd	Molecule	SENP1 inh	mIAP act	A3A deaminase	A3G deaminase	mIAP inh
49	COC(=O)Cc1c(C)c2ccc(OC3CCCCC3=O)c(C)c2oc1=O (stereo not given)	0	0.98	-6	-5	2
50	CCN1CCN(C(=O)/C=C/c2ccc(OC)c(OC)c2)CC1	3	1	0	4	0
51	CCOC(=O)N1CCN(c2nc3ccccc3n3cnnc23)CC1	2	1	-8	-6	-4
52	Cc1noc2ncnc(N3CCN(c4cccc(Cl)c4)CC3)c12	0	0.85	-2	-14	14
53	CCCCOc1ccc(NC2=NC3(CCCC3)N=C(N)N2)cc1	2	1.8	-3	-4	-77
54	O=C(O)[C@H](Cc1ccccc1)NC(=O)N1CCN(c2ccc(F)cc2)CC1	0	1	3	-3	-3
55	Cc1ccc2cc(CCNC(=O)c3cccs3)c(=O)[nH]c2c1	0	0.94	-3	-6	6

cpd	NLRP3 yeast inh	hIAP block	hIAP act	beta cell repl
49	16	-1	1	1
50	11	5	0.95	-5
51	-22	-10	1.1	-3
52	19	12	0.88	-2
53	-7	26	0.74	1
54	16	2	0.98	1
55	13	0	1	-2
